FEN1 inh = blocks human flap endonuclease 1 | P39748 | Recombinant FEN1 flap cleavage, fluorescence, 15 min | Potency, µM (top dose mostly 114 µM), inactives show at the highest dose activity change, negative = inhibition, hits mostly inhibitors | 0.35% of 390,000 active | AID 588795; also: nearly all actives have a fitted effect of over 65% in size
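Steps: FEN1 (10 nM) dispensed; compound added by pin tool; 15 min at room temperature; substrate added to 50 nM final; reads at 0 min and 15 min; data normalized and fitted (four-parameter Hill).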
N370S GC mod = N370S glucocerebrosidase modulation, Gaucher chaperone candidate; 0.092% of 330,000 active; Potency, µM (highest dose often 59.4 µM), for the others: at the highest dose activity change, negative = inhibition, most hits filed as inhibitors; N370S GC spleen homogenate, 4MU-glucoside fluorescence;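 also: 0% = full enzyme activity and -100% = no enzyme basal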
KAT2A inh = inhibitors of human GCN5L2 histone acetyltransferase. Q92830. GCN5L2 HAT assay, ThioGlo1 CoA-SH fluorescence. Potency, µM (series often up to 58.9 µM), for inactives: top-dose activity change, negative = inhibition, usual class: inhibitors. 0.21% of 390,000 active. AID 504327
Target sequence (Q92830 whole entry, looked up): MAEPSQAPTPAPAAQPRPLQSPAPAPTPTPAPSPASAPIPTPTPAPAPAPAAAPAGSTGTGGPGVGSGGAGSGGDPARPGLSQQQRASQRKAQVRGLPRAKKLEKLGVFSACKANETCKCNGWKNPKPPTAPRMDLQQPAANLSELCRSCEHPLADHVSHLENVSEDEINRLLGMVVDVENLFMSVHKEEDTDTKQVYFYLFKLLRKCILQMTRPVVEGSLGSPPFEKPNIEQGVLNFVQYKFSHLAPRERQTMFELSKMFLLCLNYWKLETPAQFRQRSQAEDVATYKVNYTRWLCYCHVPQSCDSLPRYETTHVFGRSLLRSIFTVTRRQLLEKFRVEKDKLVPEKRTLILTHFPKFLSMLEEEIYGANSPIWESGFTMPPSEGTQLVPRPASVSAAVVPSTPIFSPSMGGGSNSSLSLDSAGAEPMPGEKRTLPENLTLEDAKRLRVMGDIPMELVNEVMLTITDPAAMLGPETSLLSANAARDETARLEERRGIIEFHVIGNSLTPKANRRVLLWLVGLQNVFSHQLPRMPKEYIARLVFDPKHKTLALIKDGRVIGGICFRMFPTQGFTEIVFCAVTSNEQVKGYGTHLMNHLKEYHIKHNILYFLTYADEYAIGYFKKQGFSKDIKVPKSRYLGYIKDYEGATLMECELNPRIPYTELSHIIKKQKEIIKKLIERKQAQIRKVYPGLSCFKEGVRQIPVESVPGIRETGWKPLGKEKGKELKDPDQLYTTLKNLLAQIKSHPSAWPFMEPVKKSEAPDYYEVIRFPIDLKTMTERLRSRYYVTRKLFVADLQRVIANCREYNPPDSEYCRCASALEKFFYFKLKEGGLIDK
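qHTS, 1536-well. 20nM enzyme, pH 7.5 HEPES/EDTA/Tween-20 buffer; 15 min compound preinc., RT. Start: 75uM H3(1-25), 70uM AcCoA, 50uM ThioGlo1. Read Ex340/Em540 at t=0 (autofluorescence flag) and t=20 min.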
* = called active by the depositor; & = joins results of further samples. Calls follow the shape of the dose curve; as a rule, active = well fitted curve in the direction sought with a large enough effect; inconclusive = small, poorly fitted or top-dose-only effect, or another doubt; inactive = no such curve, though single readings can be large; an effect the other way counts as inactive or inconclusive. Unless noted, % is scaled to controls: 0 for no effect and ±100 for the full control effect; potency is read from the fitted curve at half-maximal effect.

Screening N#Cc1c(N2CCOCC2)nc(-c2ccco2)c2c1CCCC2 returned FEN1 inh -6%, N370S GC mod inconclusive and KAT2A inh -8%.
For O=C(CSc1ccc2ccccc2n1)N/N=C/c1ccccc1O the results were FEN1 inh -4%, N370S GC mod -7% and KAT2A inh 0%.
For CC(=O)c1cccc(NC(=O)CCS(=O)(=O)c2cc(Br)cc3c2N(C(=O)C2CC2)CC3)c1 the results were FEN1 inh -6% and KAT2A inh 0%.
Screening COc1ccc(OC)c(-c2cc(C(=O)NCc3cccs3)no2)c1 returned FEN1 inh -2%, N370S GC mod -2% and KAT2A inh -3%.
COc1ccc(-n2ncc(C(=O)NCc3ccccc3)c2C2CCN(C(=O)OC(C)(C)C)CC2)cc1 was read as FEN1 inh -18% and KAT2A inh -5%.
For CC1=C(C(=O)OCC2CCCCC2)C(c2c(F)cccc2Cl)CC(=O)N1 (stereo not given) the results were FEN1 inh -5% and KAT2A inh -9%.
`O=C(NCCN1CCOCC1)c1cc(Br)ccc1Cl` gave FEN1 inh -2%, N370S GC mod -2% and KAT2A inh -13%.
COc1ccc(OC)c(CNS(=O)(=O)c2ccc3[nH]c4c(c3c2)CCCCC4)c1 was read as FEN1 inh -21% and KAT2A inh 17%.
COc1cccc(OCCCCn2c(-c3ccc(Cl)cc3)nc3ccccc3c2=O)c1 was read as FEN1 inh 5% and KAT2A inh -23%.
For Cc1nc(-c2ccc(S(=O)(=O)N3CCOCC3)cc2)cs1 the results were FEN1 inh 15%, N370S GC mod 3% and KAT2A inh -1%.
Screening O=C(Cc1cc(=O)oc2cc(O)ccc12)NCC1CCC(C(=O)O)CC1 (stereo not given) returned FEN1 inh 1%, N370S GC mod inconclusive and KAT2A inh 28µM*.
Screening N#Cc1ccccc1NC(=O)CC1CCCCC1 returned FEN1 inh -2%, N370S GC mod 5% and KAT2A inh -3%.
Cc1ccccc1Nc1nc(N)nc(COC(=O)c2cccc(S(=O)(=O)NCc3ccccc3)c2)n1 was read as FEN1 inh -20%, N370S GC mod -1% and KAT2A inh -10%.
Screening O=C(CCc1nc2cccnc2n1Cc1ccccc1)NCc1cccc(Cl)c1 returned FEN1 inh -16% and KAT2A inh -4%.
Screening COC(=O)c1ccc(NC(=O)C2CCN(S(C)(=O)=O)CC2)cc1 returned FEN1 inh 12%, N370S GC mod 1% and KAT2A inh -3%.
For Cc1cc(OC(C)C(=O)NCC(O)c2ccccc2)c2c(C)c(C)c(=O)oc2c1 (stereo not given) the results were FEN1 inh 2%, N370S GC mod 0% and KAT2A inh -13%.
For Cc1cnc(-c2nnc(N(C)C(=O)c3ccccn3)s2)cn1 the results were N370S GC mod -6% and KAT2A inh -1%.
Screening Cc1ccc(C(=O)c2ccccc2C(=O)OCC(=O)NC(C)(C)C)cc1 returned FEN1 inh 0%, N370S GC mod 24% and KAT2A inh 0%.
Screening CCOC(=O)c1nn(-c2ccccc2C)c2nc(-c3ccc(C)cc3)c(C#N)c(=O)n12 returned FEN1 inh 2% and N370S GC mod 3%.
`CC1(C)Cc2noc(N)c2C(C)(C)N1OC(=O)c1ccco1` gave FEN1 inh 3%, N370S GC mod -8% and KAT2A inh 2%.
For Cn1cccc1CNC(=S)Nc1cc(F)cc(F)c1 the results were FEN1 inh -12%, N370S GC mod 12% and KAT2A inh -7%.
Screening CCOc1ccccc1NC(=O)Cn1nnc(C(=O)NCc2cccs2)c1N returned FEN1 inh -10%&-10%, N370S GC mod -7% and KAT2A inh -9%&-7%.
Screening O=C(COC(=O)COc1ccccc1)Nc1ccc(Cl)cn1 returned FEN1 inh 0% and KAT2A inh -5%.
Cc1cc(=O)nc2c3ccccc3n(CC(=O)NCCCN3CCOCC3)n12 was read as FEN1 inh -1%, N370S GC mod -2% and KAT2A inh -3%.
`Cc1nn(C)c(C)c1CCC(=O)NC1CC(C)(C)Cc2c1cnn2-c1ccccc1` (stereo not given) gave FEN1 inh -4%, N370S GC mod -1% and KAT2A inh -1%.
For C[C@@H](NC(=O)OC(C)(C)C)c1nnc(S(=O)(=O)Cc2ccccc2)o1 the results were FEN1 inh -8%, N370S GC mod -18% and KAT2A inh 1%.
CC1SC(c2ccc(Cl)cc2)NC1=O (stereo not given) was read as FEN1 inh -10%, N370S GC mod 2% and KAT2A inh 0%.
O=c1c2ccccc2nc(/C=C/c2cccc3ccccc23)n1-c1ccc(F)cc1F was read as FEN1 inh -4% and KAT2A inh -4%.
Screening CCOC(=O)C1=C(C)NC2=C(C(=O)CC(C)(C)C2)C1c1ccc2c(c1)CCCN2C (stereo not given) returned FEN1 inh 0%, N370S GC mod 12% and KAT2A inh -8%.
O=C(CCc1ccccc1)NCc1ccc2c(c1)OCO2 was read as FEN1 inh -16%, N370S GC mod -1% and KAT2A inh inconclusive.

The final 6 records of the section above are carried over, then new ones follow.
`Cc1nn(C)c(C)c1CCC(=O)NC1CC(C)(C)Cc2c1cnn2-c1ccccc1` (stereo not given) gave FEN1 inh -4%, N370S GC mod -1% and KAT2A inh -1%.
For C[C@@H](NC(=O)OC(C)(C)C)c1nnc(S(=O)(=O)Cc2ccccc2)o1 the results were FEN1 inh -8%, N370S GC mod -18% and KAT2A inh 1%.
CC1SC(c2ccc(Cl)cc2)NC1=O (stereo not given) was read as FEN1 inh -10%, N370S GC mod 2% and KAT2A inh 0%.
O=c1c2ccccc2nc(/C=C/c2cccc3ccccc23)n1-c1ccc(F)cc1F was read as FEN1 inh -4% and KAT2A inh -4%.
Screening CCOC(=O)C1=C(C)NC2=C(C(=O)CC(C)(C)C2)C1c1ccc2c(c1)CCCN2C (stereo not given) returned FEN1 inh 0%, N370S GC mod 12% and KAT2A inh -8%.
O=C(CCc1ccccc1)NCc1ccc2c(c1)OCO2 was read as FEN1 inh -16%, N370S GC mod -1% and KAT2A inh inconclusive.
For CCC1COCCS(=O)(=O)N1Cc1cccc(C(F)(F)F)c1 (stereo not given) the results were FEN1 inh 3%&9%, N370S GC mod 2% and KAT2A inh -4%.
For O=C(c1ccc(NC(=S)NCc2ccco2)cc1)N1CCCCC1 the results were FEN1 inh 0%, N370S GC mod -10% and KAT2A inh -20%.
Screening C[C@H](NC(=O)c1nc[nH]c1C(=O)NCC(=O)OCc1ccccc1)c1ccccc1 returned FEN1 inh -12%, N370S GC mod 7% and KAT2A inh inconclusive.
For CCN(C(=O)CSc1nnc(Cn2nnc3ccccc32)o1)c1nc(C)cs1 the results were FEN1 inh -9%, N370S GC mod -9% and KAT2A inh -3%.
O=C1NC(=O)C(CC(=O)N(Cc2cccs2)C2(C(=O)NC3CCCC3)CCCCC2)N1 (stereo not given) was read as FEN1 inh 5%, N370S GC mod -11% and KAT2A inh 2%.
O=C(Nc1ccc(NC(=O)c2ccc(S(=O)(=O)c3ccccc3)cc2)cc1)c1ccccc1 was read as FEN1 inh -10%, N370S GC mod -5% and KAT2A inh 2%.
Screening COc1ccc(OC)c(NC(=S)NCc2cccs2)c1 returned FEN1 inh -4%, N370S GC mod 11% and KAT2A inh 0%.
Screening CN(O)/C=C1\C(=O)Nc2ccccc21 returned FEN1 inh 5%, N370S GC mod -21% and KAT2A inh 0%.
For CCc1ccc(NC(=O)CO/N=C(\C)c2cc3ccccc3o2)cc1 the results were FEN1 inh -2%, N370S GC mod 17% and KAT2A inh -9%.
`O=C1C(Cc2ccc(Br)cc2)SC(=Nc2ccccc2)N1c1ccccc1` (stereo not given) gave FEN1 inh -5%, N370S GC mod -11% and KAT2A inh -6%.
`O=S(=O)(c1ccccc1F)N1CCN(c2nc(-c3cccnc3)nc3ccccc23)CC1` gave FEN1 inh 7% and KAT2A inh -8%.
Cc1c(C(=O)NNc2c(Cl)cccc2Cl)n(C)oc1=O was read as FEN1 inh 1%, N370S GC mod -2% and KAT2A inh 2%.
O=C(CSc1nnc(C2CC2)n1C1CC1)c1ccc(F)cc1 was read as FEN1 inh -1% and KAT2A inh -3%.
`COc1cccc(OC)c1C(=O)Nc1ccc(NC(=O)c2ccco2)cc1` gave FEN1 inh -2%, N370S GC mod -6% and KAT2A inh -3%.
For CCC1=Nc2cc(C(=O)NCC(C)c3ccccc3)ccc2Sc2ccc(C)cc21 (stereo not given) the results were FEN1 inh 5% and KAT2A inh -15%.

Gathered by group: the entries above containing an NH in an aromatic ring.
COc1ccc(OC)c(CNS(=O)(=O)c2ccc3[nH]c4c(c3c2)CCCCC4)c1 was read as FEN1 inh -21% and KAT2A inh 17%.
Screening C[C@H](NC(=O)c1nc[nH]c1C(=O)NCC(=O)OCc1ccccc1)c1ccccc1 returned FEN1 inh -12%, N370S GC mod 7% and KAT2A inh inconclusive.

Next section
`CCN(Cc1ccccc1)C(=O)c1cc2ccc3cccnc3c2[nH]1` gave FEN1 inh inconclusive and KAT2A inh 0%.
For O=C(O)CSCC(=O)N1CCCN(c2nccc(C(F)(F)F)n2)CC1 the results were FEN1 inh -4%, N370S GC mod -4% and KAT2A inh -7%.
CC1CC(C)CN(CCCNC(=O)c2csc3c2CCCC3)C1 (stereo not given) was read as FEN1 inh 0%, N370S GC mod -18% and KAT2A inh 2%.
For COc1ccc(C(=O)Nc2cccc(-c3ccc4nncn4n3)c2)cc1 the results were FEN1 inh 7%, N370S GC mod 2% and KAT2A inh 1%.
Screening Cc1ccc(OCCCn2c(=O)oc3ccccc32)cc1 returned FEN1 inh -2%, N370S GC mod -9% and KAT2A inh 0%.
For CCCCNCc1cc(OC)c(OCC(N)=O)cc1Br the results were FEN1 inh 13%, N370S GC mod 11% and KAT2A inh -3%.
`Cc1ccc(C2CC(c3cccc(C)c3)n3ncnc3N2)cc1` (stereo not given) gave FEN1 inh -4%, N370S GC mod -5% and KAT2A inh -7%.
`Cc1ccc([N+](=O)[O-])cc1S(=O)(=O)n1ccnc1C` gave FEN1 inh -5%, N370S GC mod -18% and KAT2A inh 0%.
`Cn1c(=O)c2c(ncn2CC(=O)OCC(=O)Nc2cc(Cl)ccc2Cl)n(C)c1=O` gave FEN1 inh -1%, N370S GC mod 3% and KAT2A inh 2%.
For CC(Sc1nnc2ccccn12)C(=O)Nc1ccc(Cl)cn1 (stereo not given) the results were FEN1 inh 10%, N370S GC mod -1% and KAT2A inh -4%.
`CCN1CCN(CC(=O)Nc2ccc3c(c2)OCO3)C(=O)C1=O` gave FEN1 inh 33%, N370S GC mod 0% and KAT2A inh -1%.
For CCc1ccc(CN(Cc2ccco2)C(=O)COc2ccc(Cl)c(C)c2)cc1 the results were FEN1 inh -17% and KAT2A inh -12%.
For CCNc1ccc(S(=O)(=O)N(C)C)cc1NCC(=O)Nc1c(F)cccc1F the results were FEN1 inh 4%, N370S GC mod inconclusive and KAT2A inh 26%.
COc1cc(C2=Nc3ccc(Br)cc3C(c3ccccc3)N2CC(=O)NN)cc(OC)c1OC (stereo not given) was read as FEN1 inh -7%, N370S GC mod -5% and KAT2A inh -5%.
`CN(CC(=O)Nc1ccc(N2CCOCC2)cc1)CC(=O)Nc1ccccc1[N+](=O)[O-]` gave FEN1 inh -3%, N370S GC mod 0% and KAT2A inh -2%.
`CNc1nc(-c2ccc(N(C)C)cc2)nc2ccccc12` gave N370S GC mod -12% and KAT2A inh -20%.
Screening Cc1nnc(NC(=O)c2cc3ccccc3o2)s1 returned FEN1 inh 0%, N370S GC mod -10% and KAT2A inh -6%.
For COc1cc(C(=S)NCc2ccccc2)cc(Br)c1O the results were FEN1 inh 1%, N370S GC mod -5% and KAT2A inh -1%.
`O=C(Cn1cnnn1)NCc1ccccc1` gave FEN1 inh 2%, N370S GC mod -22% and KAT2A inh -11%.
`O=C(NC1CCN(S(=O)(=O)c2ccccc2F)CC1)c1cccnc1` gave FEN1 inh -9%, N370S GC mod -14% and KAT2A inh -5%.
Cc1ccc(NC(=O)c2ccc(COc3ccccc3)o2)nc1 was read as FEN1 inh 10%, N370S GC mod 2% and KAT2A inh -4%.
CSCCC(NC(=O)COc1ccccc1)C(=O)N1CCCC(C(F)(F)F)C1 (stereo not given) was read as FEN1 inh 3%, N370S GC mod -6% and KAT2A inh 1%.
`Cc1cccc(C)c1NC(=O)C[N+](C)(C)CC(O)COc1cccc2ccccc12` (stereo not given) gave FEN1 inh 8%, N370S GC mod -19% and KAT2A inh -2%.
`CC(C)c1ccc(NC(=O)C(c2ccccc2)N2CCOCC2)cc1` (stereo not given) gave FEN1 inh 15%, N370S GC mod -15% and KAT2A inh -7%.
O=C(Nc1cccc(Cl)c1)ON=C1c2ccccc2-c2ccccc21 was read as FEN1 inh -6%, N370S GC mod 3% and KAT2A inh -2%.
For COc1ccccc1-c1nnc(NC(=O)C2=COCCO2)o1 the results were FEN1 inh 9%, N370S GC mod 4% and KAT2A inh -1%.
Screening CC(Oc1cccc(Cl)c1)C(=O)Nc1cc(S(=O)(=O)N2CCOCC2)ccc1N1CCCCC1 (stereo not given) returned FEN1 inh -5%, N370S GC mod -3% and KAT2A inh -28%.

The list is partial. The share of hits here may be higher or lower than overall.
